Source: PubChem BioAssay
Pf Dd2 inh – inhibitors of Plasmodium falciparum Dd2 growth | Potency, µM (titrated, usually from 28.9 µM), for inactives: at the highest dose activity, negative = inhibition, actives largely listed as inhibitors | hit rate 4.3% among 120,000 | P. falciparum Dd2 growth, SYBR Green, 72 h | AID 1347417; active = well fitted inhibition curve with a large enough effect; inconclusive = small, poorly fitted or top-dose-only effect; inactive = no such curve, though single readings can be large or run the other way;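 also: plate controls were DMSO vehicle for no effect and reference drug for full effect; nearly all actives have a fitted effect of over 65% in size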
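Readout: SYBR Green fluorescence, 485 nm excitation, 535 nm emission, after ~16 h lysis at 37C. Before that, Dd2-infected red cells (2.5% hematocrit) grew 72 h with compound, 29 uM top final concentration.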
An asterisk follows results filed as active; i = inactive; u = inconclusive; & = joins results of further samples; [ ] = dose if it differs, or a comment. Potency is read from the fitted curve at half-maximal effect. These rows are one share of the data; rates above refer to the full screens.

SMILES	Pf Dd2 inh
NCC(c1cccs1)N1CCOCC1 (stereo unspecified)	-18%[44.1 µM]
C[C@@]1(NC(=O)Cc2ccccc2)OC[C@H]2CC[C@@H](C(=O)NC(c3ccccc3)c3ccccc3)N2C1=O	-22%
CCc1noc(-c2cn(C3CCCN(C(=O)c4ccc(C(C)(C)C)cc4)C3)nn2)n1 (stereo unspecified)	u
CCOC(=O)c1c(C)[nH]c(C)c1S(=O)(=O)N1CCCC(C(=O)Nc2ccc(F)cc2F)C1 (stereo unspecified)	10%
O=C(Nc1ncc(Cc2ccccc2Cl)s1)c1ccc2c(c1)CC(c1ccccc1)OC2=O (stereo unspecified)	u
C=Cc1ccc(Cn2c(SCC(=O)N3CCN(c4ccc(F)cc4)CC3)nc3ccccc32)cc1	-9%
Cn1cnnc1CC1CCCN(C(=O)NC2CCCC2)C1 (stereo unspecified)	-2%
COc1ccc(CCC(=O)NCc2ccc3c(c2)CCN3C(=O)c2ccc(Cl)cc2)cc1	u
O=[S+]([O-])(c1ccc(Cl)cc1)c1nnn2c1nc(NCc1ccncc1)c1ccccc12	11%
COc1cccc(CNC(=O)c2cc(S(=O)(=O)N3CCCCC3)c[nH]2)c1	u
CCOC(=O)C1=CN(CC(=O)Nc2c(C)cccc2C)S(=O)(=O)N=C1C	17%
CCN1CCN(C(=O)c2ccc3c(c2)N(Cc2ccccc2F)C(=O)c2ccccc2S3(=O)=O)CC1	u
CC(C)Oc1ccc(CNC(=O)c2cc(-c3ccncc3)cn2C)cc1	u
COc1ccc(-c2nn(-c3ccccc3C)cc2CN2CCCOCC2)cc1F	i
CCN(C(=O)c1coc(=O)c2ccccc12)c1ccccc1C	18%
COc1cc(NC(=O)Cn2c(N3CCN(c4ccccc4)CC3)nc(C)cc2=O)cc(OC)c1	6.3µM*
CN(Cc1nnc(C(=O)N2CCC[C@@H]2c2cccc(F)c2)n1-c1ccccc1)c1ccccc1	i
COc1ccc(CN2CCCC3(C2)C(=NC2CCCCC2)NC(=O)N3c2cc(F)cc(F)c2)cc1 (stereo unspecified)	u
COCC(=O)NC[C@H]1CCN(Cc2ccccc2)C[C@H]1N(C)C	u
COc1ccc(CCNC(=O)c2ccc3c(c2)nc2n3CCOC2)cc1OC	14%
CCc1ccc(C(=O)N2CCc3[nH]nc(C(=O)N(C)C)c3C2)cc1	u
COc1ccc(-c2nnc([C@H]3CCN(Cc4ccc(C(=O)O)cc4)C3)o2)cc1	i
O=C(Cn1c2ncccc2c(=O)n1-c1ccccc1)NCc1ccccc1	-11%
CCOc1ccc(NC(=O)c2c(NC(=O)c3ccncc3)sc3c2CCC(C(C)(C)C)C3)cc1 (stereo unspecified)	i

Reprinted at random: 2 entries already listed.
SMILES	Pf Dd2 inh
COc1ccc(CCNC(=O)c2ccc3c(c2)nc2n3CCOC2)cc1OC	14%
CCc1ccc(C(=O)N2CCc3[nH]nc(C(=O)N(C)C)c3C2)cc1	u

Carrying on.
SMILES	Pf Dd2 inh
O=C(c1ccco1)N1CCC(c2noc(COCC3CC3)n2)CC1	-20%
COc1ccc(CN(C(=O)c2ccco2)c2ccc(CC(=O)NCc3ccccc3)cc2)cc1	u
COc1cc(-c2nc(CN3CCSCC3)c(C)o2)ccc1F	-13%
C#CCNC(=O)C[C@@H]1C[C@@H](C(C)C)[C@H](CO)C=C1C	-9%[44.1 µM]
COc1cc2c(cc1OCC1CCCC1)N([S+](=O)([O-])c1ccc(Oc3ccccc3)cc1)CC21CCN(CC(=O)O)CC1	u
O=C(C(=O)N1CCc2[nH]nc(-c3ccccc3F)c2C1)c1ccco1	-6%
O=C(O)C[C@@H]1CCN(C(=O)c2ccccc2)C[C@@H]1CCN1CCN(c2cccc(C(F)(F)F)c2)CC1	i
O=C(Nc1ccccc1)N1CCc2nc(C3CC3)nc(-c3ccc(Cl)cc3)c2C1	u
Nc1c(-c2nc(-c3ccccc3Cl)no2)nnn1-c1ccccc1F	-9%
O[C@@H]1C[C@@H](c2nc(Cc3ccc(F)cc3Cl)no2)N(Cc2cccs2)C1	-17%[44.1 µM]
CN1C(=O)c2ccccc2Sc2ccc(NC(=O)COc3ccc(Cl)cc3)cc21	u
CC(C)NC[C@H]1O[C@H](Cc2cc(CN(C)Cc3ccccc3)on2)CC[C@@H]1O	11µM*
Cc1cnccc1CN(C)C(=O)c1cc(COc2ccc(-n3cncn3)cc2)on1	u
Cc1ccc(OCC(=O)OCc2cc(=O)n3nc(-c4cccs4)sc3n2)cc1C	14%
CCOc1ccc(C2=C(C(C)=O)Sc3nnc(C)n3N2C(C)=O)cc1	1.1µM*
Cn1nccc1CN1CCn2c(nnc2-c2ccc(Cl)cc2)C1	-12%
Cc1cc2nc3n(c(=O)c2n1CC(=O)NCc1ccccc1Cl)CCCCC3	-3%
COC(=O)CN1C(C(=O)c2ccccc2)=C(OC(=O)c2ccc(C)cc2)c2ccccc2S1(=O)=O	i
Cc1ccc2nc3n(c2c1)[C@@H](CNC1CCN(C)CC1)COC3	-4%[44.1 µM]
CCC1CN(C(=O)NCc2ccc(C)cc2)c2ccccc2O1 (stereo unspecified)	-4%
Cc1noc(C)c1[S+](=O)([O-])N1CCCC2(COc3ccccc3C(=O)N2)C1 (stereo unspecified)	-13%
CC(C)n1cc2cc(C(=O)N3CCSCC3)sc2c1	i
CC(C)C(NS(=O)(=O)c1ccc2c(c1)oc(=O)n2C)C(=O)NCCc1ccccc1 (stereo unspecified)	96%[activator]
Fc1ccc(CNC[C@H]2Cn3c(-c4ccc5c(c4)OCCO5)cnc3CO2)cc1	u

Four entries from above in a different format:
> Cc1ccc(OCC(=O)OCc2cc(=O)n3nc(-c4cccs4)sc3n2)cc1C
  Pf Dd2 inh: 14%

> CCOc1ccc(C2=C(C(C)=O)Sc3nnc(C)n3N2C(C)=O)cc1
  Pf Dd2 inh: 1.1µM*

> Cn1nccc1CN1CCn2c(nnc2-c2ccc(Cl)cc2)C1
  Pf Dd2 inh: -12%

> Cc1cc2nc3n(c(=O)c2n1CC(=O)NCc1ccccc1Cl)CCCCC3
  Pf Dd2 inh: -3%

Other compounds.
SMILES	Pf Dd2 inh
CCN(CC)CCN(C(=O)c1ccco1)c1nc2cc(C)cc(C)c2s1	u
COc1ccc(OCC(=O)N(Cc2sccc2C)C2CCS(=O)(=O)C2)cc1 (stereo unspecified)	12%
O=C(NC1CCCCC1)N1CCc2nnc(C3CC3)n2CC1	7%
CCC(C)NC(=O)CC1Sc2ncccc2N(C)C1=O (stereo unspecified)	-3%
O=C([C@@H]1C[C@H](F)CN1S(=O)(=O)c1ccc(F)cc1)N1CCc2ccccc2C1	-3%
Cc1oc(C(O)c2ccccc2)nc1C(=O)Nc1ccc2c(c1)NC(=O)CO2 (stereo unspecified)	10µM*
Cc1ccc(NC(=O)CN2C(=O)CCc3cc(S(=O)(=O)N4CCOCC4)ccc32)cc1N(C)C	2%
C1CC(C2CCN(C3CCOCC3)CC2)CN1 (stereo unspecified)	-10%
COc1cccc(CNS(=O)(=O)c2cc3[nH]c(=O)c(=O)[nH]c3cc2C)c1	i
CCCC12CN3CC(C)(CN(C1)C3c1c(C)[nH]c(=O)[nH]c1=O)C2=O (stereo unspecified)	35%[activator]
COC(=O)[C@H]1CCCN1C(=O)[C@@H]1[C@@H](NC(=O)NC(C)C)CCN1C(=O)c1cccn1C	26%[44.1 µM]
COc1ccccc1NC(=O)Cn1c(-c2ccccc2)nc(C)cc1=O	-63%
CCc1nc2ccccc2n2c(-c3ccc(C)cc3)c3c(=O)n(C)c(=O)n(C)c3c12	i
Cc1cc(C)n(-c2nc3ccccc3nc2Nc2ccc(Cl)c(C(=O)OC(C)C)c2)n1	33%[activator]
COc1ccc(-c2csc(-c3c(N)c(C(=O)c4ccc(OC)c(OC)c4)n4ccccc34)n2)cc1	-19%
COCCOCc1nc(C2CCCCN2C(=O)NCc2ccccc2)no1 (stereo unspecified)	-18%
CNC(=O)CCn1ncc2cc(OCc3ccccc3-c3ccc(F)cc3C)ccc21	u
CC1CCN(C(=O)c2cc3c(=O)n(C)c4ccccc4c3s2)CC1	u
Cc1ccc(Nc2c(-c3ccsc3)nc3cccc(C)n23)cc1	-1%
O=C(c1ccc(OC2CCN(Cc3c[nH]c4ccccc34)CC2)cc1)N1CCCCC1	u
Cc1cc(=O)cc(C(=O)N2CCC3(CCCN(C(C)C)C3=O)C2)o1 (stereo unspecified)	-7%
O=C([C@@H]1C[C@H](Oc2cccnc2)CN1C(=O)NCCc1ccccc1)N1CCOCC1	u
Cc1ccccc1CC(=O)N1CCC[C@H]1c1nc(-c2ccc(F)cc2)no1	-8%
CC(=O)N1C[C@@H]2CCCN3CCC[C@@H]([C@H]23)[C@H]1CCCC(=O)N(C)C	5%

A few values from the results shown:
In Pf Dd2 inh, CC(=O)N1C[C@@H]2CCCN3CCC[C@@H]([C@H]23)[C@H]1CCCC(=O)N(C)C shows 5%
In Pf Dd2 inh, Cc1ccc(Nc2c(-c3ccsc3)nc3cccc(C)n23)cc1 shows -1%

Other entries.
SMILES	Pf Dd2 inh
CCCN(CC1CCOC1)C(=O)Nc1cc(F)c(F)c(F)c1 (stereo unspecified)	48%[activator][5.79 µM]
COc1cc(OC)cc(C(=O)NCC2CCCN(C(=O)C3=C(C)OCCO3)C2)c1 (stereo unspecified)	-6%
Cc1nc(CN2CCCC(c3[nH]ncc3Cc3ccccc3)C2)co1 (stereo unspecified)	u
CCN1CC2(CCN(C(=O)c3cc4c(nc3OC)CCC4)CC2)OC1=O	6%
Cc1nnc2ccc(N3CCC(C)CC3)nn12	-5%
COC(=O)c1ccc(NC(=O)CN2C(=O)CC(c3ccccc3)Sc3ccccc32)cc1 (stereo unspecified)	i
O=C(Nc1ccc(=O)n2c1[C@@H]1C[C@@H](CN(S(=O)(=O)c3ccccc3)C1)C2)c1cncnc1	u
O=C(Nc1cccc2ccccc12)O[C@@H]1CO[C@H]2[C@@H]1OC[C@@H]2NC(=O)C1CCC1	17%[44.1 µM]
O=C(C[C@@H]1O[C@H](CNC(=O)Nc2ccccc2)[C@@H](O)[C@H]1O)NCc1cccnc1	4%[44.1 µM]
CN1CCC(OC2CCN(S(=O)(=O)c3ccccc3F)CC2)CC1	i
CCOc1ccc2nc(N3CCCC(C(=O)Nc4cc(Cl)c(OC)cc4OC)C3)sc2c1 (stereo unspecified)	u
CCC(=O)N1CCN(c2nc3c(C)cccc3s2)CC1	17%
COc1cc(NC(=O)c2cc3c(=O)oc4ccc(C)cc4c3s2)cc(OC)c1OC	35%[activator]
COc1ccc(-c2ccnc3nc(-c4ccco4)nn23)c(F)c1	u
CCOc1ccc(-c2c(C)nn3c(C)c(C(=O)Nc4cccc(Cl)c4C)cnc23)cc1OCC	i
Cc1ccsc1C(=O)N1CCc2nn(CC3CC3)c(=O)n2CC1	i
CC(C)(C)C(=O)Nc1nnc2n1CCS2	29%
COc1ccc(-c2csc3nc(-c4ccc(Cl)cc4)oc(=O)c23)cc1	39%[activator]
O=C(Nc1ccccc1)N1CCn2c(nn(-c3ccc(C(F)(F)F)cc3)c2=O)C1	u
CCCC(=O)Nc1nnc(SCc2cc(=O)n3ccccc3n2)s1	i
CN1CCCCCC(O)c2cc(C(=O)NCCC3=CCCCC3)ccc21 (stereo unspecified)	i
COCCCNC(=O)N1CCCC(c2nc(-c3cccnc3)no2)CCNC(=O)CC1 (stereo unspecified)	-21%
CC1=C(c2ccc(C(C)C)cc2)S(=O)(=O)N=C1N1CCC(C(=O)Nc2ccc(C)cc2)CC1	7%
O=C(CN1CC2CC(C1)[C@H]1CCCC(=O)N1C2)N1CCN(Cc2ccc3c(c2)OCO3)CC1 (stereo partly specified)	-13%
CC(=O)N1Cc2ccccc2CC2(CCCN(Cc3cccnc3)C2)C1 (stereo unspecified)	u
Cc1cnc(-c2ccncc2)n1C1CCCN(C(=O)C2(c3ccccc3)CC2)C1 (stereo unspecified)	i
Cc1nc2ccccc2n1CCC(=O)N1CC[C@H](CO)[C@@H](O)C1	-7%
COc1ccccc1-c1cc([C@H]2CN3CC[C@H]2C[C@@H]3CNC(=O)CCC(=O)O)nc(C)n1	2%
CC(C)NC(=O)NC[C@H]1O[C@@H](CC(=O)NCc2cccnc2)[C@H](O)[C@@H]1O	20%[44.1 µM]
CC(=O)N[C@H]1C[C@@H](c2nc(-c3ccc4c(c3)OCO4)no2)N(C)C1	-9%[44.1 µM]
COc1ccc(C(=O)COC(=O)CCCC(=O)Nc2cc(C(F)(F)F)ccc2Cl)cc1	16%
COc1ncccc1-c1nc(-c2c(C)noc2C)cc2cc(C(C)C)oc12	u
Cc1ccc(Cn2c(=O)c3c(nc4n3CCN4c3cc(C)cc(C)c3)n(C)c2=O)cc1	19%
Cc1cc(C)n(-c2ccc(NC(=O)CC[C@H]3NC(=O)c4ccccc4NC3=O)cc2)n1	-10%
CNC(=O)N1CCC(C2CCN(C(=O)CCc3ccccc3OC)C2)CC1 (stereo unspecified)	-19%
COc1ccc(C)cc1NC(=O)C1CCCN(S(=O)(=O)c2ccc3[nH]c(=O)ccc3c2)C1 (stereo unspecified)	u
O=C(NCCc1ccc(Cl)cc1)c1cc(Br)cn2ccnc12	-15%&-6%
CC(C)N1C[C@H](C(=O)NCCOc2ccccc2)[C@H](C(=O)O)C1	u
O=S(=O)(c1cccs1)N1CCN(c2ccc(Cl)cc2)CC1	36%[activator]
Cc1ccc(NC(=O)C(=O)NCC2(c3ccccc3)CCCC2)cc1C	3%
COc1ccc(C2(C(=O)N3CCCN(S(=O)(=O)c4ccccc4)CCC(=O)NCC3)CC2)cc1	u
Fc1ccccc1-c1noc(-c2nc(Cc3ccccc3)no2)n1	u
